Screens as filed in PubChem BioAssay.
ADAM10 inh: inhibits human ADAM10 | O14672 | recombinant ADAM10, EDANS/DABCYL FRET peptide cleavage, 3 h | inhibition, % at 7 µM | 370,000 compounds, 0.62% hits | AID 720582;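 active = inhibition above a per-campaign cutoff equal to the mean of compounds falling between control-based bounds plus 3 SD, cut at about 20% in these data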;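 also: 0% = DMSO wells while the 100% control is not disclosed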
GC-A act: GC-A (human) enzyme activation; P16066; HEK293 GC-A cells, cGMP TR-FRET, EC30 ANP; 0% at EC30 ANP, 100% saturating ANP; activation, % at 10 µM; 370,000 compounds, 0.14% hits; AID 1671463; in the data active = activation above about 40%
HGIII-sPLA2 inh: Inhibits HGIII-sPLA2 liposome hydrolysis, primary screen; inhibition, % at 12.2 µM; QFRET BODIPY PC-A2 liposome hydrolysis, fluorescence; Q9NZ20; 370,000 compounds, 0.56% hits;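 active = inhibition above mean plus 3 SD of compounds lying within the high and low control bounds, cut at about 19% in these data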;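 also: 0% = median of test compound wells and 100% = no enzyme DMSO wells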
Target sequence (Q9NZ20 whole entry, looked up): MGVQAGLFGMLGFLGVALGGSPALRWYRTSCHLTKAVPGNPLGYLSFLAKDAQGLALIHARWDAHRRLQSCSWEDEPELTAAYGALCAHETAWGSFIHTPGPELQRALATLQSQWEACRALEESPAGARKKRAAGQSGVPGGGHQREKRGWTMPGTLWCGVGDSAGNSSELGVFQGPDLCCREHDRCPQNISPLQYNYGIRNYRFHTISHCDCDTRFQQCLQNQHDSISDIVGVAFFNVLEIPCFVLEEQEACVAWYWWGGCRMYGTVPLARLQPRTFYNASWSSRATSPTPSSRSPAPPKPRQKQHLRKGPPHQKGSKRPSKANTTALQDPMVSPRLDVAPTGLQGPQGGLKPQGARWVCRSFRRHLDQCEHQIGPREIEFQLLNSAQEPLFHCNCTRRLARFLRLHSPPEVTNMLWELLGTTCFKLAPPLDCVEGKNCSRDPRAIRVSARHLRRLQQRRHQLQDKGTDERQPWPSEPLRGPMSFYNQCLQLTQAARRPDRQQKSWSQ
hgDAF-12 ag: agonists of H. glycines DAF-12 nuclear receptor; HEK293 GAL4-hgDAF12 UAS-luciferase reporter, agonist luminescence; normalized to butyrate control; activation, % at 6.8 µM; 370,000 compounds, 1.8% hits;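 active = activation above a cutoff set at the mean of all screened compounds plus 3 SD, cut at about 10% in these data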;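 also: 0% = DMSO wells and 100% = sodium butyrate wells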
ssDAF12 agonist: S. stercoralis DAF-12 activation, primary screen | activation, % at 6.8 µM | HEK293 ssDAF-12/GRIP1 lit1-tk-luc reporter, luminescence; % of 3 µM dafachronic acid response | 370,000 compounds, 1% hits;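 active = activation above the mean over all tested compounds plus 3 SD, cut at about 0.9% in these data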;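 also: 0% = DMSO-only wells and 100% = 3 µM delta7-dafachronic acid wells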
NPR2 activator: GC-B (human) receptor activation | P20594 | HEK293-GC-B cells, CNP EC30, cGMP TR-FRET; 0% at EC30 CNP, 100% saturating CNP | activation, % at 10 µM | 370,000 compounds, 0.11% hits | AID 1920062;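 active = activation at 10 µM reaching about 35% in either raw or pattern-adjusted values, limit read from the data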
DAX1 inh-1: inhibitors of human orphan nuclear receptor DAX1 (NR0B1) | P51843 | HEK293 Gal4-DAX1 luciferase reporter, luminescence | inhibition, % at 6.75 µM | 340,000 compounds, 0.99% hits | AID 504766;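 active = inhibition above the mean over all tested compounds plus 3 SD, cut at about 4.2% in these data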;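 also: 0% = DAX1-transfected cells with DMSO and 100% = empty-vector control cells with DMSO; inhibition shows as a rise in luminescence from relieved DAX1 repression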
Target sequence (P51843 207-470 limits assumed): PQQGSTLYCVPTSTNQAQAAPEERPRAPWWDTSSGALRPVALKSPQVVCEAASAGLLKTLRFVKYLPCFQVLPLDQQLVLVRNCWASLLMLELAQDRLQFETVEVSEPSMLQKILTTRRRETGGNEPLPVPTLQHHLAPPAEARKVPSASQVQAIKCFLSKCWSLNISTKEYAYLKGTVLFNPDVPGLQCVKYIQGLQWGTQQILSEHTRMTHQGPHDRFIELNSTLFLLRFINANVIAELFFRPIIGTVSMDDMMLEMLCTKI
DAX1 inh-2: DAX1 (NR0B1) inhibition, primary screen. HEK293T StAR-luciferase reporter, SF-1/DAX-1 repression relief. inhibition, % at 6.8 µM. 370,000 compounds, 1.1% hits. AID 652010;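 active = inhibition above the mean over all tested compounds plus 3 SD, cut at about 3.6% in these data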;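 also: 0% = DAX-1 cells with DMSO and 100% = cells lacking DAX-1 with DMSO; higher inhibition means more luminescence from relief of DAX-1 repression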
FXN GAA850 act: increases GAA850 frataxin promoter reporter activity | activation, % at 6 µM | 360,000 compounds, 0.56% hits | HEK293 lucGAA850 FXN promoter luciferase reporter, 24 h; percent of 10 µM SAHA response;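 active = activation above the average of all compounds screened plus 3 SD, cutoff fixed separately per campaign, cut at about 7.5% in these data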;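 also: 0% = DMSO wells and 100% = 10 µM SAHA wells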
hcDAF12 agonist: activates DAF-12 receptor from parasite H. contortus. 370,000 compounds, 1.4% hits. AID 652067. HEK293 hcDAF-12 lit1-tk-luc reporter, luminescence; 0% DMSO, 100% Δ7-dafachronic acid. activation, % at 6.8 µM;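 active = activation above the mean of all tested compounds plus 3 SD, cut at about 5.5% in these data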;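 also: 100% = response to 3 µM Δ7-dafachronic acid high control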
SMARCA2 act: activators of SMARCA2 function; MG213 cells, MMTV-luciferase reporter, dexamethasone, overnight; activation, % at 9.1 µM; 370,000 compounds, 1% hits; AID 652017; in the data active = activation above about 7.8%;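 also: 0% = vehicle wells and 100% = reference activator wells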
An asterisk follows results filed as active; . = no result given.

entry	structure	GC-A act	ADAM10 inh	DAX1 inh-1	DAX1 inh-2	FXN GAA850 act	hcDAF12 agonist
1	Cc1[nH]c(=O)c(C#N)c2c1CSC(C)(C)C2	5	-19	0.2	0.7	2.7	-0.7
2	CCCS(=O)(=O)N1CCN(c2ccccc2F)CC1	1	9	1.6	-0.1	-0.8	-0.4
3	CC(Oc1ccc2c(-c3ccccc3)cc(=O)oc2c1)C(=O)N[C@H](Cc1c[nH]c2ccccc12)C(=O)O (stereo not given in full)	2	-6	1.4	1.4	-0.3	2.8
4	O=C(Nc1cccc2nsnc12)C1CC(=O)N(c2ccccc2)C1 (stereo not given)	2	-40	0.2	0.4	-1.8	1.7
5	O=C(N/N=C/c1ccc2cccc(OCc3ccccc3)c2n1)c1ccc(Cl)cc1	11	-301	-0.8	-0.8	2.8	-1.8
6	CC(C)C[C@H]1CN([C@@H](Cc2ccc(O)cc2)CN2CCC[C@H]2CN2C(=O)C(=O)NC[C@@H]2Cc2ccccc2)C(=O)C(=O)N1CC1CCCCCC1	2	-13	.	2.2	.	0.2
7	COc1cccc(OC)c1C(=O)Nc1cccc(C(C)=O)c1	4	-1	0.3	-0.1	0.3	-0.7
8	CCN(CC)C(=O)C(=O)N/N=C/c1cccc(Br)c1	1	-1	0.6	0.0	-1.7	-0.2
9	Cc1cccc(NC(=O)CCC(=O)Nc2nnc(C(F)(F)F)s2)c1	1	-2	1.9	0.4	0.9	-1.0
10	CC12CCC(C(=O)N3CCN(C(c4ccccc4)c4ccccc4)CC3)(OC1=O)C2(C)C (stereo not given)	-15	-6	0.8	-0.4	1.2	-0.4

entry	SMARCA2 act	NPR2 activator	HGIII-sPLA2 inh	ssDAF12 agonist	hgDAF-12 ag
1	-4	3	-1	-0.6	-3.4
2	2	2	-2	-1.0	-0.4
3	1	-5	-90	-0.9	2.6
4	1	0	6	-0.8	-2.0
5	0	12	-2	-0.7	2.5
6	-3	-1	6	-1.0	1.7
7	-4	9	5	-0.6	1.7
8	1	1	-3	-0.5	2.2
9	-1	5	3	-0.8	-1.4
10	-2	6	5	-1.5	1.5

The closing five entries of the section above open the next one.
entry	structure	GC-A act	ADAM10 inh	DAX1 inh-1	DAX1 inh-2	FXN GAA850 act	hcDAF12 agonist
6	CC(C)C[C@H]1CN([C@@H](Cc2ccc(O)cc2)CN2CCC[C@H]2CN2C(=O)C(=O)NC[C@@H]2Cc2ccccc2)C(=O)C(=O)N1CC1CCCCCC1	2	-13	.	2.2	.	0.2
7	COc1cccc(OC)c1C(=O)Nc1cccc(C(C)=O)c1	4	-1	0.3	-0.1	0.3	-0.7
8	CCN(CC)C(=O)C(=O)N/N=C/c1cccc(Br)c1	1	-1	0.6	0.0	-1.7	-0.2
9	Cc1cccc(NC(=O)CCC(=O)Nc2nnc(C(F)(F)F)s2)c1	1	-2	1.9	0.4	0.9	-1.0
10	CC12CCC(C(=O)N3CCN(C(c4ccccc4)c4ccccc4)CC3)(OC1=O)C2(C)C (stereo not given)	-15	-6	0.8	-0.4	1.2	-0.4
11	Cc1ccc(-c2cc(NC=O)c3ncc(-c4cccc(C(=O)N(C)C)c4)n3c2)cc1	3	-48	.	-1.7	1.2	-2.8
12	COc1ccc(C(=O)Nc2cccc(C(=O)O)c2)cc1S(=O)(=O)N1CCCC1	2	-10	-0.9	0.6	0.1	-0.6
13	CCCCNC(=S)N1CCN(c2nc3ccccc3s2)CC1	10	6	-1.8	-0.7	0.9	-2.0
14	CC(Cc1ccccc1)C(=O)NCc1ccccn1 (stereo not given)	-2	1	0.1	0.6	2.2	-1.1
15	CN(C)CCNCc1ccccc1OC1CCCC1	0	0	-0.3	0.2	-0.1	0.5
16	CC(=O)Cc1nsc(NC(=O)c2ccc(-c3ccccc3Cl)o2)n1	12	-43	-0.9	0.7	2.0	-1.2
17	Cc1nc(SCC#N)c2c(C)c(C)sc2n1	4	11	-0.7	0.0	3.2	-0.4
18	COc1cnn(C(C)(C)C)c(=O)c1Cl	0	4	0.2	-0.4	0.6	-1.0
19	COc1ccc(N2CCN(C(CNC(=O)C(C)(C)C)c3cccnc3)CC2)cc1 (stereo not given)	2	6	0.7	-0.3	0.5	-1.1
20	CC(COc1ccc(OC(F)(F)F)cc1)CN1CCC(C(O)(c2ccccc2)c2ccccc2)CC1 (stereo not given)	-8	12	.	-1.8	.	-1.0

entry	SMARCA2 act	NPR2 activator	HGIII-sPLA2 inh	ssDAF12 agonist	hgDAF-12 ag
6	-3	-1	6	-1.0	1.7
7	-4	9	5	-0.6	1.7
8	1	1	-3	-0.5	2.2
9	-1	5	3	-0.8	-1.4
10	-2	6	5	-1.5	1.5
11	0	4	-4	-1.6	0.5
12	1	2	-4	-0.2	0.4
13	-2	3	3	-1.8	0.5
14	2	-3	4	-1.4	2.3
15	-3	0	2	-1.4	3.4
16	-1	2	-23	-1.3	1.2
17	-1	5	8	-1.2	0.6
18	0	2	6	-1.6	-2.4
19	7.8*	-6	4	0.5	0.3
20	-10	1	-20	-1.0	0.6

Quoted from the listing:
entry 14 @ hgDAF-12 ag = 2.3
entry 20 @ GC-A act = -8
entry 11 @ NPR2 activator = 4
entry 18 @ GC-A act = 0
entry 17 @ DAX1 inh-1 = -0.7
entry 19 @ hcDAF12 agonist = -1.1

(more compounds)
entry	structure	GC-A act	ADAM10 inh	DAX1 inh-1	DAX1 inh-2	FXN GAA850 act	hcDAF12 agonist
21	CCOC(=O)CNC(=S)n1ncnc1N	0	-4	-0.1	0.0	-4.0	-2.2
22	COC(=O)/C=C/C(=O)Nc1cccc(C(F)(F)F)c1	6	-3	-5.2	-2.2	-11	-5.5
23	C/C=C/c1ccc(OCC(=O)Nc2cc(OC)c(OC)c(OC)c2)c(OC)c1	3	14	-0.8	-1.3	-2.5	-2.2
24	CC(=O)c1c(C)[nH]c(C(=O)Nc2ccc(F)cc2F)c1C	-4	-2	1.0	0.1	1.4	3.7
25	CSc1nsc(SC)c1C(=O)Nc1ccc(C)cc1	0	-3	-0.2	-0.3	4.0	1.7
26	COC(=O)[C@]12C[C@H](CC(=O)NCc3ccccc3)C(=O)N(CCc3ccc(OC)c(OC)c3)C1=C[C@H](C(C)(C)C)O[C@@H]2C	-5	10	.	-0.6	.	-2.1
27	CCCCCn1c(Sc2ncccn2)nc2c1c(=O)[nH]c(=O)n2C	-3	-2	3.6	-0.5	2.0	-1.4
28	CCCCOc1ccc(C(=O)N/C(=C\c2cccc([N+](=O)[O-])c2)C(=O)OCc2ccco2)cc1	1	5	-0.4	0.1	-1.3	-3.2
29	CC(C)/C=N/Nc1nc2c(c(=O)n(C)c(=O)n2C)n1C	0	-2	2.2	-0.4	-0.2	-1.1
30	CC(C)=C(NC(=O)c1ccccc1)C(=O)N1CCOCC1	2	1	-0.8	0.4	0.2	-2.1

entry	SMARCA2 act	NPR2 activator	HGIII-sPLA2 inh	ssDAF12 agonist	hgDAF-12 ag
21	1	1	1	-1.4	1.9
22	2	6	-2	-2.3	-9.8
23	2	-2	-12	-2.1	-1.5
24	-1	-6	0	0.3	6.7
25	-1	-8	-1	0.0	0.6
26	-3	-5	-21	-1.3	1.0
27	0	5	4	-1.0	-1.1
28	-1	0	2	-1.8	0.4
29	0	-6	-6	-1.6	-1.1
30	2	6	3	-1.6	1.8

Remaining list, next part:
entry	structure	GC-A act	ADAM10 inh	DAX1 inh-1	DAX1 inh-2	FXN GAA850 act	hcDAF12 agonist
31	CC1CCCc2sc3nc(N4CCN(CCO)CC4)n4ncnc4c3c21 (stereo not given)	2	-15	1.2	-0.4	8.1*	-1.2
32	NNC(=O)c1ccc(COc2ccc3ccccc3c2)o1	-2	-6	-1.0	0.0	1.0	2.0
33	CC(C#N)Sc1nc2ccccc2c(=O)n1-c1ccccc1 (stereo not given)	-12	-8	-1.3	-2.2	1.7	-3.3
34	COc1ccc(-n2ccc(-c3nn(-c4cccc(C(F)(F)F)c4)ccc3=O)n2)cc1	18	0	-0.3	-0.4	0.8	-2.5
35	Cc1cccc(-n2c(C)cc(/C=N/NC(=O)c3cccc([N+](=O)[O-])c3C)c2C)c1	-4	-2	-1.3	-0.5	1.9	-2.8
36	COCCNc1nc2c(c(=O)n(C)c(=O)n2C)n1CCCc1ccccc1	2	-15	1.1	-0.8	-1.5	-1.9

entry	SMARCA2 act	NPR2 activator	HGIII-sPLA2 inh	ssDAF12 agonist	hgDAF-12 ag
31	2	5	-5	-1.3	1.1
32	-4	4	0	-1.1	6.3
33	-1	-10	15	-1.3	-1.8
34	-2	9	-4	-1.6	-4.2
35	0	1	-2	-1.4	-1.1
36	-6	3	-1	-0.2	3.9

Record cards (already shown). Screens in order: GC-A act	ADAM10 inh	DAX1 inh-1	DAX1 inh-2	FXN GAA850 act	hcDAF12 agonist	SMARCA2 act	NPR2 activator	HGIII-sPLA2 inh	ssDAF12 agonist	hgDAF-12 ag
Shown for Cc1cccc(-n2c(C)cc(/C=N/NC(=O)c3cccc([N+](=O)[O-])c3C)c2C)c1 → -4	-2	-1.3	-0.5	1.9	-2.8	0	1	-2	-1.4	-1.1
Shown for COc1ccc(-n2ccc(-c3nn(-c4cccc(C(F)(F)F)c4)ccc3=O)n2)cc1 → 18	0	-0.3	-0.4	0.8	-2.5	-2	9	-4	-1.6	-4.2
Shown for COCCNc1nc2c(c(=O)n(C)c(=O)n2C)n1CCCc1ccccc1 → 2	-15	1.1	-0.8	-1.5	-1.9	-6	3	-1	-0.2	3.9

An unsorted share of the library; 6.6% or so of the library scored in one or more.
